GCN5L2 inh = inhibitors of human GCN5L2 histone acetyltransferase | GCN5L2 HAT assay, ThioGlo1 CoA-SH fluorescence | AID 504327 | Q92830 | Potency, µM (top dose mostly 58.9 µM), inactives show top-dose activity change, negative = inhibition, usual class: inhibitors | actives 0.21% (n = 390,000)
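GCN5L2 (20 nM) in 50mM HEPES pH 7.5, 0.1mM EDTA, 0.01% Tween-20 preincubated 15 min with compounds at room temperature. Reaction started with H3(1-25) 75uM, acetyl-CoA 70uM, ThioGlo1 50uM; CoA-thiol fluorescence (Ex340/Em540) read at 0 and 20 min.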
DT40 TDP1 no CPT = qHTS for Inhibitors of human tyrosyl-DNA phosphodiesterase 1 (TDP1): qHTS in cells in absence of CPT. DT40 Tdp1-/- hTDP1 cells, no CPT, ATP luminescence, 48 h. Potency, µM (top dose mostly 46.2 µM), for inactives: at the highest dose activity change, negative = growth inhibition, hits mostly inhibitors. actives 15% (n = 420,000). AID 686978, 2013; further: nearly all actives have a fitted effect of over 55% in size
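Luminescent ATP content (CellTiter-Glo) served as the growth readout. Knockout chicken DT40 cells expressing human TDP1 were exposed to compounds without camptothecin for a minimum 48 hr at 37 °C.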
TDP1 block = inhibitors of human tyrosyl-DNA phosphodiesterase TDP1 | recombinant TDP1, AlphaScreen DNA substrate cleavage | Potency, µM (series often up to 130 µM), for the others: at the highest dose activity change, negative = inhibition, most hits filed as inhibitors | actives 0.28% (n = 350,000) | AID 485290; further: nearly all actives have a fitted effect of over 40% in size
Target sequence (Q9NUW8 whole entry, looked up): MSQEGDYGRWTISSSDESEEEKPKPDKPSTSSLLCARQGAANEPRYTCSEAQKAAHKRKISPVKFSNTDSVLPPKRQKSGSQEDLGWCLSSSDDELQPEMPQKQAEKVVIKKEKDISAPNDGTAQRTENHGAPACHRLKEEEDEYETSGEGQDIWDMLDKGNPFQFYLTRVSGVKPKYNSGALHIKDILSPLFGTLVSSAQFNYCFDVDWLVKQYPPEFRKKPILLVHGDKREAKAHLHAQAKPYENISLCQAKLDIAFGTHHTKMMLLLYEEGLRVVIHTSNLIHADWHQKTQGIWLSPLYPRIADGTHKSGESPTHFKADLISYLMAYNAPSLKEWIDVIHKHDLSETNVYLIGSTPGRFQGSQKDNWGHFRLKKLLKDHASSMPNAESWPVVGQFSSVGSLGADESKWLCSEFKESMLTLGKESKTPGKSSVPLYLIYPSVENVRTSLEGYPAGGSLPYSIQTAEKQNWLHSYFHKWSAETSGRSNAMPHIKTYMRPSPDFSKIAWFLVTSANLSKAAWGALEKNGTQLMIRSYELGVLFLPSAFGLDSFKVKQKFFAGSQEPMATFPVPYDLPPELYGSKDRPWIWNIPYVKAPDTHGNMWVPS
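E. coli-derived human Tdp1, 1 nM final. Cpd preinc 15 min RT; substrate 15 nM final, 5 min RT; AS bead mix 10 ug/ml final, 10 min RT. Signal loss = tyrosine-FITC cleavage. No-enzyme wells = max signal.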
An asterisk follows results filed as active; u = inconclusive; x = no result given; & = joins results of further samples; [ ] = remark or other dose. The call rests on the fitted dose curve; in most records, active means well fitted curve in the direction sought with a large enough effect; inconclusive means small, poorly fitted or top-dose-only effect, or another doubt; inactive means no such curve, though single readings can be large; an effect the other way counts as inactive or inconclusive. On the % scale 0 is the no-effect control and ±100 the full control effect; potency means the concentration at half of the fitted maximal effect. Only part of the results is shown; rates above refer to the full screens.

Values run as follows: GCN5L2 inh	DT40 TDP1 no CPT	TDP1 block
CCC1CCCCN1CCCNC(=O)C1CCC(=O)N1Cc1ccc(C)cc1 (centres undefined)
    -6%	-9%	-2%
COC(=O)c1ccc2c(=O)n(CC3CCCO3)c(=S)[nH]c2c1 (centres undefined)
    -4%	-8%	10%
COC(=O)C(CCSC)NC(=O)c1cccc([N+](=O)[O-])c1 (centres undefined)
    -4%	2%	0%
CCCN(CCC)Cc1c(C(=O)N/N=C/c2ccncc2)nnn1-c1nonc1N
    -13%	-1%	x
CCNC(=S)N1CCN(CCNC2=CC(=O)CC(C)(C)C2)CC1
    3%	-12%	-7%
CC(C)c1nnc(NC(=O)CS(=O)(=O)Cc2ccccc2)s1
    0%	16%	0%
COc1ccccc1N1CCN(C(=O)CSc2nc3ccccc3nc2N2CCCCC2)CC1
    -10%	u	x
O=C1N/C(=N/O)S/C1=C/c1cccc([N+](=O)[O-])c1
    -7%	-5%	2%
O=C(O)c1cccc(S(=O)(=O)NCCc2ccccc2)c1
    -4%	u	2%
COc1cccc(-c2cncnc2NC2CCNCC2)c1
    -18%	-4%	x
O=C(N1CCCCC1)N1CCN(C(c2ccccc2)c2ccccc2)CC1
    -2%	u	0%
COc1cc(NC(=O)CN2Cc3ccccc3C2=O)cc(OC)c1OC
    1%	-27%	1%
COc1ccc(NS(=O)(=O)c2cc(NC(=O)c3cccnc3Cl)ccc2N2CCCC2)cc1
    -10%	u	8%
CCn1c(Cc2ccc(OC)cc2)nnc1SCC(=O)NC1CCCCC1
    3%	-15%	-1%
COc1ccc(C2N(C(=O)CN3CCOCC3)CCN2S(=O)(=O)c2ccccc2)cc1 (centres undefined)
    0%	1%	5%
CC(C)(C)CC(=O)NCc1ccc(F)cc1
    -8%	-12%	2%
Cc1cc(NC(=S)Nc2ccc(C)c(Cl)c2)n[nH]1
    -1%	u	-2%
O=C1C(Cl)=C(Nc2ccc3cn[nH]c3c2)C(=O)c2ccccc21
    -3%	2.1µM*	9%
CCC(=O)Oc1ccc(C(=O)Nc2ccc([N+](=O)[O-])cc2)cc1
    -5%	u	12%
O=C1N[C@@H](Cc2ccccc2)C(=O)N2[C@H]1C[C@]1([C@]34C[C@H]5C(=O)N[C@@H](Cc6ccccc6)C(=O)N5[C@H]3N(S(=O)(=O)c3ccccc3)c3ccccc34)c3ccccc3N(S(=O)(=O)c3ccccc3)[C@H]21
    -16%	2%	0%

An excerpt from above, limited to TDP1 block and DT40 TDP1 no CPT.
Molecule	TDP1 block	DT40 TDP1 no CPT
CC(C)c1nnc(NC(=O)CS(=O)(=O)Cc2ccccc2)s1	0%	16%
COc1ccccc1N1CCN(C(=O)CSc2nc3ccccc3nc2N2CCCCC2)CC1	x	u
O=C1N/C(=N/O)S/C1=C/c1cccc([N+](=O)[O-])c1	2%	-5%

Other structures follow:
Values run as follows: GCN5L2 inh	DT40 TDP1 no CPT	TDP1 block
Nc1nc2n(n1)C(c1ccc(Cl)cc1)CC(c1ccc(F)cc1)N2 (centres undefined)
    -3%	u	5%
COc1ccccc1N1CCN(/N=C/c2ccc(O)cc2O)CC1
    -10%	-1%	x
O=C1OC[C@H]2CCCN2C(=O)[C@@H](CC(=O)N(CCO)Cc2ccccc2)C/C=C\CC[C@@H]1Cc1ccc(F)cc1
    0%	21µM*	0%
COc1ccc(/C(N)=N/OC(=O)/C=C/c2ccccc2)cc1
    0%	7%	x
C/C(CC(=O)Nc1ccc(Cl)c(Cl)c1)=N\NC(=O)Cc1ccccc1
    -2%	u	0%
O=C(O)c1cnc2ccccc2n1
    -4%	-9%	0%
Cc1ccc(S(=O)(=O)NC(=S)NC2CCCCC2)cc1
    -11%	0%	2%
OCCC1CN(Cc2cccn2-c2ncccn2)CCN1C1CCCC1 (centres undefined)
    14%	-3%	-5%
COc1ccccc1-n1nnnc1SC(C)C(=O)NC1CCCC1 (centres undefined)
    1%	-9%	1%
O=C(NCc1ccncc1)c1ccc(S(=O)(=O)Nc2ccccc2)cc1
    0%	-24%	-13%[0.505 µM]
O=C(CSc1n[nH]c(=O)n1C1CC1)c1ccc2c(c1)OCCO2
    1%	u	-3%
CCCCn1c(N)c(N(CCC(C)C)C(=O)c2cccc(-n3cnnn3)c2)c(=O)[nH]c1=O
    u	-2%	x
Cc1cc(C)n(-c2nc3cc(Cl)c(Cl)cc3nc2Nc2c(C)cccc2C)n1
    -6%	1%	8%
Cc1ccc(S(=O)(=O)N2CCN(C(=O)CCNC(=O)c3ccccc3Cl)CC2)cc1
    -4%	4%	-2%
CN(CC(=O)NC1CCCCCC1)S(=O)(=O)c1ccccc1
    2%	-1%	0%
COc1ccc(C(=O)NCC(c2ccco2)N2CCc3ccccc3C2)cc1 (centres undefined)
    -4%	u	1%
Oc1ccccc1NCC(O)Cn1ccc2ccccc21 (centres undefined)
    -4%	21µM*	2%
O=C(NCc1cccnc1)Nc1ccc2c(c1)OCO2
    9%	16%	-3%
Cc1cnc(C(=O)OCC(=O)c2ccc(F)c(F)c2)cn1
    -2%	-4%	-2%
COc1ccc(N2CC(C(=O)Nc3nc4ccc(S(C)(=O)=O)cc4s3)CC2=O)cc1 (centres undefined)
    -14%	u	x

More compounds follow.
Values run as follows: GCN5L2 inh	DT40 TDP1 no CPT	TDP1 block
CC(C)Cc1nn2c(=O)cc(COC(=O)c3cccc(NC(=O)c4cccs4)c3)nc2s1
    -7%	8.2µM*	-6%
COc1ccc(NC(=O)CC2C(=O)N(c3cccc(OC)c3)C(=O)N2C2CCCCC2)cc1 (centres undefined)
    24%	-4%	6%
CCOc1ccc(OCCSc2nc(N)cc(=O)[nH]2)cc1
    -5%	u	0%
CCC(=O)N1CCc2cc(S(=O)(=O)CCC(=O)N3CCN(c4ccc(Cl)cc4)CC3)ccc21
    1%&0%	4.1µM*	4%&0%
Cc1cccc(C(=O)N2CCc3cc(-c4csc(NC(=O)CN5CCCC5)n4)ccc32)c1
    -8%	u	15%
CCOc1ccccc1CNC(=O)C1CCCN(S(=O)(=O)c2ccc3c(ccn3C)c2)C1 (centres undefined)
    -2%	16µM*	8%
CC(Nc1ccccc1N1CCCCC1)C(=O)N1CCc2ccccc21 (centres undefined)
    -6%	16µM*	7%
CN(CC(=O)Nc1ccc(Cl)c(C(F)(F)F)c1)C(=O)C1CC(=O)N(C2CCCC2)C1 (centres undefined)
    1%	u	-1%
CN(c1ccccc1)S(=O)(=O)c1ccc(C(=O)N2CCN(c3ccccc3F)CC2)cc1
    -6%	u	0%
CC(C)C(C)(C#N)NC(=O)CSc1ncnc2sc(-c3ccccc3)cc12 (centres undefined)
    -2%	u	0%
O=C1CN(C(=O)COc2ccccc2)CCN1
    2%	-3%	0%
COC(=O)c1ccc(S(=O)(=O)N2CCN(C(c3ccccc3)c3ccccc3)CC2)n1C
    -2%	u	0%
O=C1Nc2ccccc2C12OCC(COc1ccc(Cl)cc1)O2 (centres undefined)
    -3%	u	9%
CCOC(=O)c1ccc(NC(=O)CN2CCN(c3ccccc3)CC2)cc1
    0%	u	-3%
CC1(C)CC(=O)C(C(c2ccco2)C2C(=O)CC(C)(C)CC2=O)C(=O)C1
    -19%	-8%	-7%
Cc1ccc(NC(=O)CCc2ccccc2)cc1S(=O)(=O)N1CCOCC1
    -4%	u	-2%
CN1CCN(C(=O)CCCOc2cc(=O)n(C)c3ccccc23)CC1
    -2%	-25%	7%
FC(F)(F)c1ccccc1NC(=S)NC1CCN(Cc2ccccc2)CC1
    3%	6%	-5%
O=c1cc(N2CCNCC2)oc2c(-c3ccccc3)cccc12
    10%	x	2%
COc1ccc2c(c1)c1c(n2C)[C@@H]2CC=C(CO)[C@@H](C1)N2C
    1%	-16%	4%

Following part.
Values run as follows: GCN5L2 inh	DT40 TDP1 no CPT	TDP1 block
COc1ccc(CC(=O)NCC2(c3ccc(OC)c(OC)c3)CCOCC2)cc1
    1%	-3%	4%
Cc1cc(NC(=O)CSCC(=O)OCC(=O)Nc2ccc(OC(F)F)cc2)no1
    -1%	20%	-2%
O=C(CSc1ncnc2scc(-c3ccc(F)cc3)c12)c1ccc2c(c1)OCCO2
    -10%	18µM*	-3%
CCOC(=O)N1CCC2(CC1)C(C#N)=C(N)Oc1c2sc2nc(C)cc(C)c12
    -5%	16µM*	-2%
CCc1nn(CCCC(=O)NCc2ccccc2OC)c(=O)c2cc3occc3n12
    -4%	-9%	-10%
CS(=O)(=O)c1cnc(-c2ccccc2)nc1-c1ccccc1Cl
    4%	-1%	5%
CC(C)C(=O)NC(=S)Nc1ccc(S(=O)(=O)N(C)Cc2ccccc2)cc1
    x	18µM*	3%
O=C(Nc1ccc2c(c1)OCO2)C1CC(c2ccc(F)cc2)=NO1 (centres undefined)
    -2%	-13%	4%
CC(=O)N1CCC(C(=O)Nc2ccc3c(c2)CCC3)CC1
    -27%	11%	2%
O=C(c1ccco1)c1nc2c(n1O)CCCCC2
    -7%	-5%	4%
O=C(O)CSCC(=O)NCc1ccc(Cl)cc1Cl
    -2%	-10%	-1%
N/C(=N\OCC(=O)Nc1ccccc1)c1nonc1N
    -5%	-6%	3%
C[C@@H](C(=O)OCC(=O)c1ccc(F)c(F)c1)N1C(=O)C2CCCCC2C1=O (some centres undefined)
    -5%	3%	1%
COc1ccc(C2Nc3ccccc3C(=O)N2c2ccc(C)cc2)cc1COc1ccccn1 (centres undefined)
    5%	-20%	-7%
CCCOc1ccc(CNC(=O)c2cc3ccccn3n2)cc1
    -5%	u	5%
CCN(C1CCCCC1)S(=O)(=O)c1cc(C)ccc1OC
    2%	18µM*	7%
CC(=O)NCCC(=O)N1CCc2c([nH]c3ccccc23)C1c1cccc(Cl)c1 (centres undefined)
    -3%	15µM*	4%
COc1ccc(NC(=O)c2cc(S(=O)(=O)N3CCc4ccccc43)cn2C)cc1
    u	u	x
Cc1cccc(-n2c(N)cc(=O)nc2SCC(=O)Nc2ccccc2)c1
    0%	-8%	7%
Cc1nnc(NC(=O)CSc2nnc(CNC(=O)c3ccc(S(=O)(=O)N(C)C)cc3)o2)s1
    -4%	1%	1%

Continued; it opens with the three that closed the last part.
Values run as follows: GCN5L2 inh	DT40 TDP1 no CPT	TDP1 block
COc1ccc(NC(=O)c2cc(S(=O)(=O)N3CCc4ccccc43)cn2C)cc1
    u	u	x
Cc1cccc(-n2c(N)cc(=O)nc2SCC(=O)Nc2ccccc2)c1
    0%	-8%	7%
Cc1nnc(NC(=O)CSc2nnc(CNC(=O)c3ccc(S(=O)(=O)N(C)C)cc3)o2)s1
    -4%	1%	1%
O=c1cc(-c2cccc([N+](=O)[O-])c2)[nH][nH]1
    -8%	-6%	3%
CN(Cc1ccccc1)CC(O)COc1ccc(CNCCc2ccncc2)cc1 (centres undefined)
    8%	u	3%
COc1ccc(N2CCN(C(=O)c3ccc(Oc4ccc(C(F)(F)F)cn4)cc3)CC2)cc1
    -29%	23µM*	6%
CCOC(=O)c1nn(-c2ccc(C)c(C)c2)c(=O)c(C#N)c1C
    -23%	-12%	x
CN(C)c1ccc(C(=S)NC2CCCCC2)cc1
    -9%	u	1%
COC(=O)C1CCN(C(=O)c2cc(S(=O)(=O)N3CCCCC3)ccc2Cl)CC1
    0%	u	2%
Cc1ccc(NC(=O)NCc2cccnc2)cc1
    -1%	0%	2%
C[C@H](CO)N1C[C@H](C)[C@@H](CN(C)C(=O)NC2CCCCC2)Oc2ccc(NS(=O)(=O)c3ccccc3)cc2C1=O
    1%	-18%	2%
O=S(=O)(NC1CCSc2ccccc21)c1ccc(Cl)nc1 (centres undefined)
    1%	u	-6%
CCC(=O)N1CCN(c2ccc(NC(=O)c3ccco3)cc2Cl)CC1
    u	-10%	4%
COC(=O)c1ccc(NC(=O)N2CCCC(C(=O)c3ccccc3OC)C2)cc1 (centres undefined)
    -1%	u	1%
C=CCN1c2ccc(Br)cc2C(=O)CS1(=O)=O
    -18%	u	2%
Cc1nnc(NC2CCCCC2)[nH]c1=O
    -3%	-9%	10%
COc1ccc(C(=O)N/N=C/c2c(C)[nH]c(=O)[nH]c2=O)cc1
    -1%	15%	6%
COc1ccc(/C=C2\SC(=S)N(CCC(=O)NCCc3ccc(O)cc3)C2=O)cc1
    -5%	16µM*	7%
CC(C)(C)OC(=O)N1CCC(c2c(C(=O)NCCN3CCc4ccccc4C3)cnn2-c2ccc(F)cc2)CC1
    -14%	u	5%
CCCOc1ccc(C(=O)N2CCN(Cc3ccc4c(c3)OCO4)CC2)cc1
    -6%	-28%	x
